Screening data from PubChem BioAssay.
HKDC1 inhibitor: inhibitors of human hexokinase HKDC1; 340,000 tested, 0.16% active; Q2TB90; AID 493160; recombinant HKDC1, G6PDH/diaphorase resazurin coupled fluorescence; inhibition, % at 20 µM;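 active = inhibition above about 35% when tested at 20 µM, limit read from the data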;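 also: plate controls were DMSO wells with enzyme for no effect and DMSO wells lacking enzyme for full effect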
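test system = in-house recombinant HK5 (HKDC1) enzyme | amount = HKDC1 at 5 µg/mL | control set = DMSO-enzyme wells negative, buffer-substituted wells positive | compound = one dose of 20 µM, 1% DMSO | schedule = reaction time 90 min, room temperature, protected from light | technique = resorufin fluorescence at 613 nm | reagent = glucose with 1 mM ATP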
PfG6PD inh: PfG6PD (Plasmodium falciparum) enzyme inhibition. 350,000 tested, 0.78% active. PfGluPho enzyme, NADPH resazurin-diaphorase fluorescence. inhibition, % at 20 µM. AID 504690;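 active = inhibition reaching at least a set limit at 20 µM in the primary screen, cut at about 59% in these data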;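 also: 0% = DMSO wells with substrate and 100% = DMSO wells lacking glucose-6-phosphate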
SENP8 block: blocks human SENP8 cleavage of Nedd8 substrate | Q96LD8 | recombinant SENP8, Nedd8 substrate fluorescence | inhibition, % at 20 µM | 360,000 tested, 0.64% active | AID 602440; in the data active = inhibition mostly above about 40%, no sharp cut-off; inactive = mostly below about 27%
ATG4B inh: blocks human ATG4B protease cleavage of LC3 substrate | Q9Y4P1 | ATG4B cleavage of LC3-PLA2, NBD-HPC fluorescence, 1 h | inhibition, % at 8.33 µM | 340,000 tested, 0.51% active | AID 504462; in the data active = inhibition above about 40%
Target sequence (Q9Y4P1 whole entry, looked up): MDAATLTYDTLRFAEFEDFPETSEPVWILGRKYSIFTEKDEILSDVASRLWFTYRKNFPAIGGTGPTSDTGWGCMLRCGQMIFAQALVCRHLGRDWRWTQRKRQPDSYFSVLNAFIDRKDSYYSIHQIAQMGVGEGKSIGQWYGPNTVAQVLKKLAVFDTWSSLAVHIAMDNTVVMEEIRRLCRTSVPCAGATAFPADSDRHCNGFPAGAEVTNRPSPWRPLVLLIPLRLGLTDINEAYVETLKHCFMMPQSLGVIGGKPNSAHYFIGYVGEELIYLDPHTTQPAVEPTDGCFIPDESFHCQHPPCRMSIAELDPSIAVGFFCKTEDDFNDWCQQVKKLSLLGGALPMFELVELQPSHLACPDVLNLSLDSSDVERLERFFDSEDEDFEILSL
SENP7 block: SENP7 protease inhibition | AID 434973 | 330,000 tested, 1.5% active | inhibition, % at 5 µM | recombinant SENP7, Z-RLRGG-aminoluciferin luminescence, 40 min;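 active = inhibition above about 50% at the single test dose, limit read from the data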;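 also: plate controls were DMSO with enzyme for no effect and no enzyme buffer wells for full effect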
MPTP inh: inhibitors of mitochondrial permeability transition pore. isolated mouse mitochondria, Ca2+ swelling absorbance, 30 min. inhibition, % at 10 µM. 360,000 tested, 1.4% active. AID 602449;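 active = inhibition of 50% or more, scaled per plate between neutral and stimulator controls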;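 also: 0% = DMSO wells given calcium and 100% = 1 mM EGTA wells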
NR3A LBD binder: modulators (binders) of human NR3A ligand-binding domain; NR3A LBD differential scanning fluorimetry, Tm shift; 0% = protein alone, 100% = glycine-bound protein; Tm shift relative to glycine control, % at 25 µM; 340,000 tested, 2.5% active; AID 1259313;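 active = melting temperature shift of at least 10% of the positive control shift, at one fixed dose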
SENP6 inh: SENP6 protease inhibition; Q9GZR1; Recombinant SENP6 catalytic domain, aminoluciferin luminescence; inhibition, % at 10 µM; 330,000 tested, 1.8% active; AID 2599;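 active = inhibition above about 50% at the single tested dose, limit read from the data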;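 also: plate controls were DMSO wells with enzyme for no effect and DMSO wells lacking enzyme for full effect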
Target sequence (Q9GZR1 628-1112 limits assumed): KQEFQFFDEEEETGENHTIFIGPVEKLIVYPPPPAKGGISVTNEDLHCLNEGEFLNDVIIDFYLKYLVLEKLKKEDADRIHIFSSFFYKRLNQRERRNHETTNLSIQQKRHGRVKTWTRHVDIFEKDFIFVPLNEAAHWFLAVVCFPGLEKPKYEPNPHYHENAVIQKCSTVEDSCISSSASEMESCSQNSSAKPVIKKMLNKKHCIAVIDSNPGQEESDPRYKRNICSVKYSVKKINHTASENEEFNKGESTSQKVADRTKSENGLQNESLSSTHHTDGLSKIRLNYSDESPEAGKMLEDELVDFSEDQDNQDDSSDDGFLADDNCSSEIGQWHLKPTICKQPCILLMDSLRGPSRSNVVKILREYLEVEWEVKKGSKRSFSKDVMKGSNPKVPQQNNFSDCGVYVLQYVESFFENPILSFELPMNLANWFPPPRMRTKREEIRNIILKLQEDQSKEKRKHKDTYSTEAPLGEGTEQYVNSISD
Active calls of the source: *.

SMILES	HKDC1 inhibitor	PfG6PD inh	SENP8 block	ATG4B inh	SENP7 block	MPTP inh	NR3A LBD binder	SENP6 inh
Cc1cccc2c(C(=O)N3CCCCC3)cc(-c3ccccc3)nc12	-1	0	1	3	-3	1.0	-1	-8
Cc1nn(C)c(C)c1C1C(C#N)=C(N)OC2=C1C(=O)CCC2 (stereo not drawn)	-4	1	7	-4	0	0.7	12*	10
CCCCn1c(=O)[nH]c(=O)c2c1nc(-c1ccsc1)n2Cc1ccccc1	-2	-5	-45	4	1	-0.5	-2	-9
Cc1ccc(S(=O)(=O)N[C@H](C(=O)Oc2ccc3c(C(F)(F)F)cc(=O)oc3c2)c2ccccc2)cc1	8	18	-496	4	-2	0.3	-7	4
COc1ccc(-c2cc(C(=O)Nc3ccccc3O)c3ccccc3n2)cc1OC	-2	-2	-35	-4	5	-1.5	-3	9
CCc1ccc(Nc2cnn(-c3nc4ccccc4s3)c(=O)c2Cl)cc1	5	16	15	-3	-6	2.3	-17	-4
CCO[C@@H]1OC(C(=O)NCc2ccccc2)=C[C@H](c2ccc(C(F)(F)F)cc2)[C@H]1CCCO	2	12	17	-4	7	0.3	-12	-23
CC1=C(C(=O)Nc2ccc(F)cc2)C(c2ccncc2)C2=C(CCCC2=O)N1 (stereo not drawn)	2	1	-345	12	-2	-1.3	0	-2
COC(=O)c1ccc(/C=C2/C(=O)Oc3ccccc32)cc1	8	6	17	1	-19	0.5	5	-2
O=C(CN1CCOCC1)NCCNC(=O)CN1CCOCC1	-10	-9	13	-4	2	1.3	0	1
O=C(NCc1nnnn1-c1ccc(F)c(F)c1)c1ccc2c(c1)OCO2	-6	-10	1	7	-4	-3.6	-1	-1
CCCCn1c(=O)[nH]c(=O)c2c(C(=O)OCC)cc(-c3ccc(OC(F)F)cc3)nc21	-6	-4	-414	-10	-6	0.7	-2	2
O=C(Nc1ccc(F)cc1)N1CCCC(c2nc3c(nnn3Cc3ccccc3Cl)c(=O)[nH]2)C1 (stereo not drawn)	1	15	4	-1	10	-0.8	-6	4
CCOC(=O)C1CCN(C(=O)CCS(=O)(=O)c2ccc3c(c2)CCN3C(C)=O)CC1	-4	-14	9	-3	-7	-2.0	0	-2
Cc1ccc(-c2ccc(S(=O)(=O)Nc3cccnc3)cc2)cc1	5	-20	15	7	-5	2.5	2	-9
CC(=O)c1ccc(N2CCN(C(=O)Cn3cnc(S(=O)(=O)N4CCCCC4)c3)CC2)cc1	1	-1	-90	-11	4	-0.5	-2	1
O=C(CN1C(=O)c2ccccc2C1=O)NCC(=O)OCC(=O)c1ccc(Br)cc1	-7	-11	21	11	0	0.7	1	7
COc1ccc2nc(SC(C)C(=O)NC3(C#N)CCCCC3)[nH]c2c1 (stereo not drawn)	-2	1	7	1	-3	-0.4	0	2
Nc1cc2c(cc1C(=O)c1ccccc1)OCCO2	2	-2	32	-8	4	1.4	1	-15
COc1ccc(CN(C)Cc2cc(=O)n3ccsc3n2)c(OC)c1OC	-4	16	-68	-8	-4	-1.0	0	7
COc1ccc2oc(=O)c(-c3cn4ccc(C)cc4n3)cc2c1	-2	7	-412	-14	2	-0.6	-2	-1
Cc1cccc(NS(=O)(=O)c2ccc(C)c(C(N)=O)c2)c1	-10	34	6	-2	6	-0.3	-1	-6
C#CC(=O)N(c1ccc(OC)c(OC)c1)C(C(=O)NC1CCCC1)c1cccs1 (stereo not drawn)	23	11	16	-7	-4	-0.5	1	-5
O=S(=O)(NCc1cccnc1)c1ccc2ccccc2c1	-3	3	14	-15	-4	0.9	-4	-21
CCn1c2ccccc2c2nnc(SCCN3CCOCC3)nc21	0	3	4	1	-9	-0.6	-2	11
Cc1c(Cl)cccc1S(=O)(=O)N1CCC(C(=O)NNC(=O)C2CC2)CC1	11	-4	9	-8	4	-0.1	3	7
COc1ccc2[nH]c(C)c(CCN3C(=O)C4CC=CCC4C3=O)c2c1 (stereo not drawn)	0	-1	-50	6	0	-1.8	0	-4
N/C(=N\OC(=O)c1ccc(Cl)cc1)c1ccn[nH]1	0	-12	10	3	79*	0.7	10	73*
CCOC(=O)CC(=O)CSc1nc2cc(C)ccc2cc1C	-1	-8	2	0	-1	-2.1	-1	3
CC(C)N1CCc2c(sc(NC(=O)c3nc4ccccc4s3)c2C(N)=O)C1	23	34	-28	2	2	-1.2	-4	24
CCN(CC1COc2ccccc2O1)C(=S)NCCCN(C)C (stereo not drawn)	8	4	12	2	-7	-1.5	-4	-23
CCOC(=O)C1CCN(C(=O)c2sc3ncnc(N4CCC(C)CC4)c3c2C)CC1	-5	1	-6	-18	6	-1.0	-2	-5
C#CC(=O)N(c1cc(OC)ccc1OC)C(C(=O)NC1CCCC1)c1cccs1 (stereo not drawn)	24	1	14	-1	-2	-1.7	1	-12
COc1cc2nc(N3CCN(C(=O)[C@@H]4CCCO4)CC3)nc(N)c2cc1OC	7	0	-398	-11	1	-4.6	0	29
OCCC1CN(C2CSCCSC2)CCN1Cc1ccccc1 (stereo not drawn)	-3	-11	8	11	2	-0.5	0	3
CC1CC(C)(C)NC(=O)O1 (stereo not drawn)	-8	-9	8	2	3	-2.4	-1	-16

13 consecutive compounds from above, quoted:
SMILES	HKDC1 inhibitor	PfG6PD inh	SENP8 block	ATG4B inh	SENP7 block	MPTP inh	NR3A LBD binder	SENP6 inh
COc1ccc2oc(=O)c(-c3cn4ccc(C)cc4n3)cc2c1	-2	7	-412	-14	2	-0.6	-2	-1
Cc1cccc(NS(=O)(=O)c2ccc(C)c(C(N)=O)c2)c1	-10	34	6	-2	6	-0.3	-1	-6
C#CC(=O)N(c1ccc(OC)c(OC)c1)C(C(=O)NC1CCCC1)c1cccs1 (stereo not drawn)	23	11	16	-7	-4	-0.5	1	-5
O=S(=O)(NCc1cccnc1)c1ccc2ccccc2c1	-3	3	14	-15	-4	0.9	-4	-21
CCn1c2ccccc2c2nnc(SCCN3CCOCC3)nc21	0	3	4	1	-9	-0.6	-2	11
Cc1c(Cl)cccc1S(=O)(=O)N1CCC(C(=O)NNC(=O)C2CC2)CC1	11	-4	9	-8	4	-0.1	3	7
COc1ccc2[nH]c(C)c(CCN3C(=O)C4CC=CCC4C3=O)c2c1 (stereo not drawn)	0	-1	-50	6	0	-1.8	0	-4
N/C(=N\OC(=O)c1ccc(Cl)cc1)c1ccn[nH]1	0	-12	10	3	79*	0.7	10	73*
CCOC(=O)CC(=O)CSc1nc2cc(C)ccc2cc1C	-1	-8	2	0	-1	-2.1	-1	3
CC(C)N1CCc2c(sc(NC(=O)c3nc4ccccc4s3)c2C(N)=O)C1	23	34	-28	2	2	-1.2	-4	24
CCN(CC1COc2ccccc2O1)C(=S)NCCCN(C)C (stereo not drawn)	8	4	12	2	-7	-1.5	-4	-23
CCOC(=O)C1CCN(C(=O)c2sc3ncnc(N4CCC(C)CC4)c3c2C)CC1	-5	1	-6	-18	6	-1.0	-2	-5
C#CC(=O)N(c1cc(OC)ccc1OC)C(C(=O)NC1CCCC1)c1cccs1 (stereo not drawn)	24	1	14	-1	-2	-1.7	1	-12

(continued)
SMILES	HKDC1 inhibitor	PfG6PD inh	SENP8 block	ATG4B inh	SENP7 block	MPTP inh	NR3A LBD binder	SENP6 inh
CCCc1nnc(NC(=O)NCCN2C(=O)C3C4C=CC(C4)C3C2=O)s1 (stereo not drawn)	8	-17	4	-1	2	-0.2	1	-4
O=C(Nc1ccc(F)cc1)Nc1ccc(Oc2ncnc3cc(Cl)ccc23)nc1	0	0	-34	-5	-1	20	3	-10
CCc1ccccc1NC(=O)c1cc(C2CC2)on1	-1	4	3	-1	-19	-1.0	-1	13
O=C(Nc1ccc(N2CCOCC2)nc1)c1c(F)cccc1F	0	8	13	-4	-2	2.8	2	-17
COc1ccc(-n2c(NNC(C)=O)nc3sc4c(c3c2=O)CCCC4)cc1	-3	2	13	-3	4	-1.4	2	-1
CCOc1ccc(CNS(=O)(=O)c2ccc3c(c2)CC(=O)N3C)cc1	2	4	20	-4	3	-1.7	1	1
O=C(NCc1cccs1)c1cc(-c2cccc(Cl)c2)on1	-8	-2	6	4	0	1.7	0	1
CN(C)c1ccc(P(=O)(OCc2ccccc2)C(O)c2ccc(Cl)cc2)cc1 (stereo not drawn)	0	1	18	-4	5	1.3	0	-35
CC(=O)Nc1ccc(NC(=O)C(C)OC(=O)CN2C(=O)C3CCCCC3C2=O)cc1 (stereo not drawn)	-5	-3	27	-2	6	0.1	2	-6
Cc1ccc2nc(C)cc(NCCO)c2c1	1	-6	6	-10	1	-0.7	0	-13
Cc1ccc(OCC(=O)NNC(=O)C(=O)NC(C)(C)C)cc1	-5	-7	0	-3	5	0.7	-3	-14
O=C(COc1ccc(S(=O)(=O)N2CCCC2)cc1)NCc1ccco1	-6	12	5	-9	-4	-3.1	0	-22
COc1cccc(NC(=O)CSc2nc3ccccc3nc2N2CCOCC2)c1	3	1	-121	4	-4	1.8	-9	13
CCOC(=O)C1=C(O)/C(=C\c2cc(C)n(-c3ccccc3F)c2C)N=C1C	6	-2	-130	0	-4	-0.9	-1	-24
CC(=O)c1c(C)[nH]c(C(=O)OCC(=O)NCCC2=CCCCC2)c1C	-2	-8	6	-2	-9	0.7	-2	-6
Nn1c(COc2ccc(Cl)cc2)n[nH]c1=S	5	19	-2	2	2	-2.9	0	-9
COc1cc(C(=O)NCc2nnc(SCC(=O)Nc3nc4ccccc4s3)o2)cc(OC)c1OC	-10	-27	2	0	2	-0.6	-5	-30
NS(=O)(=O)c1ccc(N/N=C/c2cn(-c3ccccc3)nc2-c2cccs2)cc1	11	3	-382	11	-8	1.5	34*	-7
CCC(C)C(=O)N1CCCC(c2nc(-c3cccs3)no2)C1 (stereo not drawn)	-4	0	12	-7	2	2.3	0	4
CCN(CC)S(=O)(=O)c1ccc(NN)nc1	-12	4	16	-1	-2	0.5	-2	1
COc1c(/C=N/NC(=O)c2ccccc2O)c(CCN(C)C(C)=O)cc2c1OCO2	-9	51	-384	12	-1	0.3	-1	-14
Cc1noc(C)c1NC(=O)Nc1ccc2c(c1)C(=O)N([C@H](C)CO)C[C@H](C)[C@@H](CN(C)C(=O)Nc1c(C)noc1C)O2	-8	3	2	7	5	0.0	-1	8
COc1cccc(CNC(=O)CN2C(=O)CSc3ccc(S(=O)(=O)N4CCCCC4)cc32)c1	-2	8	-19	-2	13	0.1	-1	-13
O=C(O)c1ccc(/C=N/n2cc(-c3ccccc3)[nH]c2=S)cc1	-3	56	3	-9	-3	-0.9	-1	3
COc1cccc(-c2cccc(NC(=O)C3CCN(C4CCC4)CC3)c2)c1	3	-13	1	17	8	2.1	2	4
O=C(CCNC(=O)N1CC(=O)Nc2ccccc21)Nc1ccc(Cl)cc1	-6	-5	4	-2	4	-0.4	-1	-2
CCCCCCNC(=O)c1cc(S(=O)(=O)N2CCc3ccccc32)ccc1F	-7	-2	1	-9	-4	0.1	1	3
